Bioassay records (PubChem)
Growth percent in the NCI-60 one-dose screen (48 h, 10 µM unless noted): 100 = growth as untreated, 0 = no growth, -100 = all killed.
NCI-H226 = NCI-H226 lung cancer; hit rate 3.5% among 79,000; AID 1794732
NCI-H522 = NCI-H522 lung cancer. hit rate 8% among 78,000
NCI-H322M = NCI-H322M lung cancer. hit rate 2.7% among 80,000
OVCAR-4 = OVCAR-4 ovarian cancer cells. hit rate 3.7% among 80,000. AID 1794784
NCI-H460 = NCI-H460 lung cancer | AID 1794736 | hit rate 6.8% among 82,000
NCI/ADR-RES = NCI/ADR-RES ovarian cells | hit rate 4.4% among 81,000 | AID 1794790
SK-OV-3 = SK-OV-3 ovarian cancer cells | hit rate 3.2% among 80,000
NCI-H23 = NCI-H23 lung cancer. AID 1794731. hit rate 4% among 80,000
IGROV1 = IGROV1 ovarian cancer. hit rate 4.7% among 79,000
Starred values were filed as active, the others as inactive; nt = not tested or not shown; & = joins results of further samples; [ ] = remark or other dose. How the source made its calls: active means growth percent below 10; inactive means the rest.

SMILES	NCI-H226	NCI-H522	NCI-H322M	OVCAR-4	NCI-H460	NCI/ADR-RES	SK-OV-3	NCI-H23	IGROV1
CCOC(=O)C[n+]1cccc(Br)c1	99	81	101	110	89	103	103	103	96
Cc1ccc(-n2cc(/C=N/NS(=O)(=O)c3ccc(C)cc3)c(-c3ccc(S(C)(=O)=O)cc3)n2)cc1	96	87	97	100	99	103	97	93	89
CC(O)(Cc1ccccn1)Cc1ccccn1	97	92	112	111	111	116	108	106	108
c1ccc(C(NC2CC3CCC2C3)c2ccccc2)cc1 (stereo unspecified)	86	85	101	108	105	103	96	105	109
COC(=O)[C@H](Cc1cn(C)cn1)NC(=O)[C@H](CC(=O)OCc1ccccc1)NC(=O)Nc1cc(C(F)(F)F)cc(C(F)(F)F)c1	-53*[100 µM]	nt	-97*[100 µM]	-78*[100 µM]	-63*[100 µM]	-28*[100 µM]	-100*[100 µM]	-84*[100 µM]	-82*[100 µM]
CCCCC[C@@H]1Cc2cc(O)c(C(=O)O)c3c2[C@H](C[C@@]2(CCCO2)O3)O1	110	90	121	94	121	96	113	103	-4.4*
Cc1cc(=O)oc2cc(OCCOc3ccc(/C=C/C(=O)Nc4ccc([N+](=O)[O-])cc4)cc3)ccc12	105	95	98	106	106	99	97	nt	97
COc1ccc(OCC(O)CN2CCN(c3cccc(Cl)c3)CC2)cc1 (stereo unspecified)	127	94	108	87	101	102	97	96	109
CC(=C(c1ccc(OCCN2CCCCCC2)cc1)c1ccc(OCCN2CCCCCC2)cc1)c1ccc(Cl)cc1	-90*	-93*	-100*	-96*	-54*	-98*	-100*	-96*	-94*
COc1cc(Cn2cc3c(c2)-c2onc(CN4CCOCC4)c2CC3)cc(OC)c1OC	87	86	100	74	111	100	106	95	100
O=C(NNc1nc2cc(N3CCOCC3)ccc2n2cccc12)c1cnccn1	82	86	59	62	73	83	69	93	66
COc1cccc(Cn2cc(C(=O)Nc3cccnc3Nc3ccc(F)cc3)nn2)c1	100	95	92	88	104	93	100	105	102
COC(=O)c1cnc2c(c1)Oc1ccccc1-c1cc(CN3CCCCC3)nn1-2	73	106	92	89	97	103	86	93	86
CC(=O)c1c(C)nc2ccccc2c1/C=C/c1cccs1	90	74	104	100	102	100	88	95	103
O=C(O)c1ccccc1/C=N/N1CCCCCC1	101	89	nt	nt	104	99	101	109	nt
CCOP1(=O)OCCN(C)c2oc(-c3ccc([N+](=O)[O-])cc3)nc21 (stereo unspecified)	101	92	104	94	108	108	97	106	98
NC(=N\N=C/c1ccc(O)cc1O)/C(N)=N\N=C/c1ccc(O)cc1O	103	92	92	101	106	103	105	100	91
CCC[C@@]1(CCc2ccccc2)CC(O)=C([C@H](CC)c2cccc(NS(=O)(=O)c3ccc(C(F)(F)F)cn3)c2)C(=O)O1	104	97	102	109	118	106	108	nt	99
CN(CCCNC(=O)Cc1ccc2ccc3cccc4ccc1c2c34)CCCNc1cc(-c2ccc3ccccc3c2)nc2ccccc12	-40*	-43*	-83*	-83*	-74*	-78*	-86*	-82*	-19*
CCOC(=O)C1=C(C)n2nc(CC#N)c(C#N)c2NC1c1ccc(F)cc1 (stereo unspecified)	88	92	95	107	102	95	100	87	86
NNC(=O)c1nc2ccccc2[nH]1	116	97	107	118	108	112	83	93	106
Clc1cc(Cl)c(Cl)nn1	100	81	109	109	99	107	95	105	107
CCCCN(CCCC)C(=O)CC	104	114	117	108	108	103	122	102	115
CCOC(=O)/C(C#N)=C(\C)CCc1ccccc1	102	86	102	59	105	99	125	92	81
CCS(=O)(=O)c1ccc2c(c1)N1C(=NS(=O)(=O)c3cnccc31)O2	109	95	113	115	110	113	116	114	99

The final 4 compounds of the part above are carried over, then new ones follow.
SMILES	NCI-H226	NCI-H522	NCI-H322M	OVCAR-4	NCI-H460	NCI/ADR-RES	SK-OV-3	NCI-H23	IGROV1
Clc1cc(Cl)c(Cl)nn1	100	81	109	109	99	107	95	105	107
CCCCN(CCCC)C(=O)CC	104	114	117	108	108	103	122	102	115
CCOC(=O)/C(C#N)=C(\C)CCc1ccccc1	102	86	102	59	105	99	125	92	81
CCS(=O)(=O)c1ccc2c(c1)N1C(=NS(=O)(=O)c3cnccc31)O2	109	95	113	115	110	113	116	114	99
COc1cc(-c2nc3ccccc3[nH]2)cc(CN2CCN(c3ccccc3)CC2)c1O	70	95	nt	nt	96	80	106	95	77
O=C(CCl)NC1c2ccccc2Oc2ccccc21	98	nt	98	57	65	101	86	70	46
O=c1nc(Nc2nc3ccccc3[nH]2)[nH]c(=O)c2ncccc12	100	97	102	94	103	94	100	99	97
CCOC(C)Oc1ccccc1 (stereo unspecified)	88	95	95	104	101	86	89	81	86
CCOC(=O)c1cc(=O)c(SC(=S)N2CCCC2)co1	94	96	86	105	101	88	109	95	88
CSc1nc2nnc(N)c(=O)n2[nH]1	98	84	91	107	105	96	93	97	97
O=C(Cn1nnc2ccccc21)N/N=C/c1ccc(O)c(O)c1	99	80	94	97	96	107	99	103	95
CCOC(=O)/C(C#N)=C\c1cccc2ccccc12	91	65	93	119	101	99	88	100	102
O=C1NC(=O)C2(CCCCC2C2CCCCC2)N1 (stereo unspecified)	101&96	97&111	108&108	97	97&110	106&105	105&101	111&113	112&112
COc1cc2cc(Oc3ccc(NC(=O)c4cccc(C(F)(F)F)c4)cc3)c(C)nc2cc1OCCN1CCCCC1	103	69	69	68	-69*	75	101	nt	81
CNc1oc(-c2cccc3ccccc23)nc1C#N	90	100	97	91	99	103	nt	97	91
CCOC(=O)COc1ccc(NC(=O)C2CCCCC2)cc1	100	92	nt	112	106	111	106	100	106
NC(N)=N/N=C/CN1C(=O)c2ccccc2C1=O	96	97	113	nt	117	110	105	105	118
Nc1nc(N)nc(-c2cc(Br)cc(Br)c2O)n1	95	93	107	101	102	110	106	98	108
CCOC(=O)c1[nH]c(=S)nc(-c2ccc(F)cc2)c1C(=O)c1ccc(Br)cc1	93	96	98	100	105	105	112	94	100
COc1ccc(-n2nc(C(=O)NCc3cc(F)cc(F)c3)nc2-c2cc(OC)c(OC)c(OC)c2)cc1OC	90	73	77	99	98	92	114	102	80
Nc1ccc(C(=O)c2ccc(N)c(Br)c2)cc1Br	65	-36*	65	49	-0.5*	0.2*	8.3*	44	33
Nc1ccc(-c2nnc3sc(-c4ccc(F)cc4)nn23)cc1	90	91	102	103	106	100	86	105	105
O=C(NCc1ccc(F)cc1)C1CN(c2ccc(Cl)cc2)N(c2ccc(Cl)cc2)C1=O (stereo unspecified)	nt	53	93	67	48	53	nt	79	77
Clc1cc(-c2ccccc2)nc(Cl)n1	104	85	98	96	114	102	104	98	106
O=C1OC2CC1(O)CC(O)C2O (stereo unspecified)	102	107	123	92	102	86	111	82	108
COC(=O)c1ccc(C(=O)c2ccccc2)cc1	97	101	99	111	101	100	108	99	102
Cc1cc2nc3cc(C)c(N)cc3[n+](-c3ccccc3)c2cc1N	71	38	94	36	66	101	91	40	79
Cc1nc2cc(O)c(O)cc2cc1Oc1ccc(NC(=O)Nc2ccc(Cl)c(Cl)c2)cc1	38	1.9*	94	68	62	59	45	63	67
O=C(O)c1cc2ccccc2nc1C(=O)O	98	84	107	113	110	109	98	98	111

4 compounds out of the list, sorted by heavy-atom count, smallest number first.
SMILES	NCI-H226	NCI-H522	NCI-H322M	OVCAR-4	NCI-H460	NCI/ADR-RES	SK-OV-3	NCI-H23	IGROV1
CSc1nc2nnc(N)c(=O)n2[nH]1	98	84	91	107	105	96	93	97	97
NC(N)=N/N=C/CN1C(=O)c2ccccc2C1=O	96	97	113	nt	117	110	105	105	118
O=C(CCl)NC1c2ccccc2Oc2ccccc21	98	nt	98	57	65	101	86	70	46
CCOC(=O)c1[nH]c(=S)nc(-c2ccc(F)cc2)c1C(=O)c1ccc(Br)cc1	93	96	98	100	105	105	112	94	100

Record cards, from the list above. Order of screens: NCI-H226	NCI-H522	NCI-H322M	OVCAR-4	NCI-H460	NCI/ADR-RES	SK-OV-3	NCI-H23	IGROV1
Cc1cc2nc3cc(C)c(N)cc3[n+](-c3ccccc3)c2cc1N as listed: 71	38	94	36	66	101	91	40	79
O=C1NC(=O)C2(CCCCC2C2CCCCC2)N1 (stereo unspecified) as listed: 101&96	97&111	108&108	97	97&110	106&105	105&101	111&113	112&112
COc1cc2cc(Oc3ccc(NC(=O)c4cccc(C(F)(F)F)c4)cc3)c(C)nc2cc1OCCN1CCCCC1 as listed: 103	69	69	68	-69*	75	101	nt	81
O=C(O)c1cc2ccccc2nc1C(=O)O as listed: 98	84	107	113	110	109	98	98	111

Further structures.
SMILES	NCI-H226	NCI-H522	NCI-H322M	OVCAR-4	NCI-H460	NCI/ADR-RES	SK-OV-3	NCI-H23	IGROV1
CN1CC(O)(C(O)C(O)C(O)CO)SC1=S (stereo unspecified)	103	91	104	103	109	nt	102	99	105
O=C(CCc1nnc(CN(c2ccccc2)c2ccccc2)o1)c1nc2ccccc2[nH]1	107	74	84	83	100	91	96	85	75
CC(=O)CC/C=C(\C)[C@H](O)[C@H](C)C(=O)O[C@H]1C[C@H](C)C=C2C=C[C@@]3(C)O[C@@H](O)CC(=O)[C@]3(C)[C@H]21	-51*	-43*	-18*	-22*	-17*	0.0*	-25*	-36*	-18*
COC(=O)c1ccc(O)c(CN(C)C)c1	94	103	99	102	106	99	112	98	109
Cc1ccc(/C=C/c2c(C(=O)/C=C/c3ccccc3)c(C)nc3ccccc23)cc1	44	11	47	40	-9.6*	8.4*	70	28	11
S=c1nc[nH]c2nc[nH]c12	46	nt	33[50 µM]	50	45	23	36	32	70
C[Si](C)(Oc1ccc(Cl)cc1)Oc1ccc(Cl)cc1	93	nt	100	93	103	91	102	91	nt
CN1CCc2cc(O)c(O)cc2C1Cc1ccc(O)c(O)c1 (stereo unspecified)	104	104	147	106	114	117	102	106	110
C=C(C)Cc1c(C)c(Cl)cc(Cl)c1O	98	126	100	99	108	108	104	107	nt
CCOc1ccc(C2N(C)c3ccccc3N2C)cc1	97	81	81	79	67	63	108	89	96
C[C@H](Nc1nc(N2CCOc3ccccc32)nc2ccccc12)c1ccccc1	81	78	81	84	93	62	97	77	84
Nc1ccccc1CCc1ccccc1N	99	89	98	101	110	101	104	91	93
O=c1[nH]c2ccc(Oc3ncccn3)cc2c(=O)n1Cc1cccc(NS(=O)(=O)c2cccc(F)c2)c1	88	75	96	99	nt	95	80	86	98
CCN(CC)c1ccc2cc(C(=O)NCCOCCOCCOCCn3cc(CCC(=O)Nc4ccc(C(=O)c5ccc(NC(=O)OC(C)(C)C)cc5)cc4)nn3)c(=O)oc2c1	20	28	75	33	79	88	98	62	41
CC(=O)OCC(C)(COC(C)=O)[N+](=O)[O-]	113	nt	103	110	112	117	104	116	110
O=C(/C(=C/c1ccc(F)cc1)c1ccccc1)c1ccc(O)cc1	102	86	113	98	92	94	105	103	111
Clc1ccc(Br)c(-c2nc3ccccc3[nH]2)c1	91	139&102	107	86	107&111	102&102	116&108	96&92	102&107
O=C(O)CNC(=O)Nc1ccccc1	99	112	103	105	107	96	94	91	110
CC(C)(CO)N=Cc1cc([N+](=O)[O-])ccc1O	98	94	nt	105	110	100	107	nt	103
COc1ccc2[nH]c3c(cnn4cnnc34)c2c1	100	97	83	104	102	96	99	96	98
COc1cc2nc(-c3ccc(C(F)(F)F)cc3)cc(OCCN3CCC(O)CC3)c2cc1OC	56	80	69	88	44	53	85	89	42
